CCHFV vOTU inh: CCHFV vOTU protease inhibition; Pep-AMC fluorescence; inhibition, % at 11.5 µM; 370,000 compounds, 0.55% hits; AID 651958; in the data active = inhibition above about 30%; note: 0% = vehicle wells with enzyme and 100% = no enzyme wells
PrPC surface inh: reduces human prion protein on the cell surface | 370,000 compounds, 0.43% hits | AID 720596 | P04156 | inhibition, % at 13.8 µM | cell surface PrPC, TR-FRET read-out; in the data active = inhibition above about 24%; note: 0% = median of the test wells and 100% = reference compound wells
3CLpro inhibitor: SARS-CoV 3CLpro protease inhibition; P0C6X7; recombinant SARS-CoV 3CLpro, quenched FRET peptide cleavage; inhibition, % at 6 µM; 290,000 compounds, 0.14% hits; in the data active = inhibition above about 12%
Rv3671c protease: inhibits the M. tuberculosis serine protease Rv3671c; inhibition, % at 5.96 µM; 320,000 compounds, 0.048% hits; in the data active = inhibition above about 38%;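 note: extracellular domain of Rv3671c used as enzyme; 0% = enzyme with DMSO and 100% = no enzyme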
Target sequence (P9WHR9 whole entry, looked up, the tested form may be a part): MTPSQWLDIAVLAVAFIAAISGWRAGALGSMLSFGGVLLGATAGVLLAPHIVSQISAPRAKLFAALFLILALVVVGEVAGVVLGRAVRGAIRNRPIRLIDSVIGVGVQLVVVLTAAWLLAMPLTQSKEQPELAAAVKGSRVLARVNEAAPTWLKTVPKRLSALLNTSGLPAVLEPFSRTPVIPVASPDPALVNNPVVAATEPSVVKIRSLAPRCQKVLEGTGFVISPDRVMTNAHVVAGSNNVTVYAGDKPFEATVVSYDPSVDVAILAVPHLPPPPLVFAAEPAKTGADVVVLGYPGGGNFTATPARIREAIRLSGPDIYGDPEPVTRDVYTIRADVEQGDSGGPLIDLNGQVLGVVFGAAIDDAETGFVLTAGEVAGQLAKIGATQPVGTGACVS
Yp Topo-I inh: blocks Yersinia pestis topoisomerase I activity. Y. pestis Topo-I cleavage product accumulation, plate reader. activity, % at 10 µM. 360,000 compounds, 0.064% hits. AID 504884; in the data active = activity above about 50%, passing the limit was not always enough; note: inactives centre near 2
TcdB inh: inhibitors of Clostridioides difficile toxin B glycohydrolase; P18177; TcdB glycohydrolase enzymatic assay, plate reader; inhibition, % at 9.99 µM; 350,000 compounds, 0.24% hits; in the data active = inhibition above about 10%
Vc quorum ag: inducers of Vibrio cholerae quorum light production without autoinducers; V. cholerae BH1578 lux reporter, luminescence, 6 h; activation, % at 18.7 µM; 350,000 compounds, 0.16% hits; in the data active = activation mostly above about 9.7%, no sharp cut-off; note: not every result past the cut was called active; inactives centre near 0; reference of the scale not given here
VHR inh abs: DUSP3 (human) phosphatase inhibition | P51452 | 290,000 compounds, 0.52% hits | AID 1654 | inhibition, % at 13.3 µM | recombinant VHR phosphatase, pNPP absorbance; in the data active = inhibition above about 50%; note: some compounds called inactive have numbers as strong as hits
Target sequence (P51452 whole entry, looked up): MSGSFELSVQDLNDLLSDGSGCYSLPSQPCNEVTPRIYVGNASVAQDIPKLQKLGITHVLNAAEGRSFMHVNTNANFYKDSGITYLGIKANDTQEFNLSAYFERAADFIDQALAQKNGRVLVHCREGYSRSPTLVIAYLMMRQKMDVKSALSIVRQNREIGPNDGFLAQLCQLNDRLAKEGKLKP
PriA SSB inh: K. pneumoniae PriA-SSBct interaction inhibition | AlphaScreen SSBct-PriA binding, biotinylated peptide | inhibition, % at 33 µM | 430,000 compounds, 0.6% hits; in the data active = inhibition mostly above about 37%, no sharp cut-off; inactive = mostly below about 20%;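 note: plate controls were negative control peptide for no effect and reference peptide for full effect; strong numbers were not always called active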
MazF activator: activators of E. coli MazEF toxin-antitoxin RNase. 350,000 compounds, 0.32% hits. FAM/BHQ RNA-DNA oligo cleavage fluorescence, 5 h. activation, % at 20 µM; in the data active = activation above about 50%
Target sequence (P0AE70 whole entry, looked up): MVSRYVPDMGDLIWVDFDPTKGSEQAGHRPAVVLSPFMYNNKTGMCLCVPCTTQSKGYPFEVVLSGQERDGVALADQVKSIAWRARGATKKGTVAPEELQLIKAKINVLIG
Numbers without * were called inactive; i = inactive; nt = not tested or not shown; & = joins results of further samples. Only part of the results is shown. The share of hits here may be higher or lower than overall.

Start of the listing, in advance:
SMILES	CCHFV vOTU inh	PrPC surface inh	3CLpro inhibitor	Rv3671c protease	Yp Topo-I inh	TcdB inh	Vc quorum ag	VHR inh abs	PriA SSB inh	MazF activator
COc1ccc(/C=C/C(=O)NC(C)(C)C)cc1S(=O)(=O)N1CCOCC1	-13.2	1.4	2.9	-1.6	-6.4	nt	-0.6	4.1	-4.3	2.6
OC(COCc1ccccc1)Cn1cnc2ccccc21 (configuration not stated)	0.8	-7.0	1.2	-2.6	-2.9	nt	-0.2	31.1	-0.1	-0.2
NC(=S)Nc1cccc2cc3ccccc3cc12	-36.2	-2.8	-0.6	3.2	-12.1	nt	nt	14.0	21.3	7.1
CCNC(=O)COc1ccc(S(=O)(=O)Nc2ccccc2)cc1	nt	nt	-3.8	0.7	1.7	-0.7	-0.4	2.4	-18.0	3.5

All compounds of this part (from the top)
SMILES	CCHFV vOTU inh	PrPC surface inh	3CLpro inhibitor	Rv3671c protease	Yp Topo-I inh	TcdB inh	Vc quorum ag	VHR inh abs	PriA SSB inh	MazF activator
COc1ccc(/C=C/C(=O)NC(C)(C)C)cc1S(=O)(=O)N1CCOCC1	-13.2	1.4	2.9	-1.6	-6.4	nt	-0.6	4.1	-4.3	2.6
OC(COCc1ccccc1)Cn1cnc2ccccc21 (configuration not stated)	0.8	-7.0	1.2	-2.6	-2.9	nt	-0.2	31.1	-0.1	-0.2
NC(=S)Nc1cccc2cc3ccccc3cc12	-36.2	-2.8	-0.6	3.2	-12.1	nt	nt	14.0	21.3	7.1
CCNC(=O)COc1ccc(S(=O)(=O)Nc2ccccc2)cc1	nt	nt	-3.8	0.7	1.7	-0.7	-0.4	2.4	-18.0	3.5
O=C(Nc1ccc2c(c1)OCCO2)c1cccc(Cl)c1	-4.9	0.3	1.2	0.0	-11.2	4.0	1.8	23.3	-6.7	-1.5
CCc1c(C(=O)Nc2ccc(OC)cc2)[nH]c(C)c1C(C)=O	-1.5	2.3	0.7	-6.3	0.3	nt	i	22.4	-3.5	13.4
CCc1cc(C(=O)N(CC)CC(=O)Nc2c(F)cccc2F)sc1C	19.1	13.4	nt	nt	8.9	-9.3	-0.5	nt	nt	4.4
Cc1cccc(COc2ccccc2/C=N/Nc2ccc([N+](=O)[O-])cc2)c1	10.2	7.6	5.1	11.4	1.0	nt	0.9	6.9	nt	-33.6
CCOC(=O)C1=C(C)NC(SC)=C(C#N)C1CC(C)C (configuration not stated)	5.1	12.6	7.2	2.4	-14.0	-0.6	i	25.3	-34.2	0.5
O=C(NCCN1CCOCC1)c1cc(=O)[nH]c2ccc(Br)cc12	0.3	2.2	2.1	2.6	1.4	nt	i	13.9	-11.5	2.5
O=C(NCc1ccc(F)cc1)C1CCCN1S(=O)(=O)c1cccc2nsnc12 (configuration not stated)	12.1	-34.0	-1.5	7.5	-1.2	0.3	i	28.0	-1.6	3.8
CCc1nc2ccc(C(=O)N3CCN(S(=O)(=O)CC)CC3)cn2c1N(CC)Cc1cccc(Br)c1	17.7	3.9	nt	nt	8.1	-5.1	-0.6	nt	nt	nt
Cc1ccc(S(=O)(=O)NNC(=O)Nc2ccccc2F)c(C)c1	0.4	-6.9	-5.2	-3.4	2.7	-1.1	-0.5	30.2	-6.0	1.9
Cc1ccc(OCCCCNC2CCCCC2)c(C)c1	4.0	6.1	-0.5	8.5	-2.8	0.1	-5.6	8.5	0.1	11.0
COC(=O)CCC(=O)OC1(C)C(=O)C2=CN(CC3CC3)C(c3ccc(OC)cc3)=CC2=C(Br)C1=O (configuration not stated)	nt	nt	nt	-38.4	-2.2	nt	i	14.9	-0.1	-36.2
Cc1ccc(Nc2nc3ccccc3n3cnnc23)cc1Cl	-4.1	-4.2	2.7	-5.0	-7.6	5.3	-5.6	-6.7	13.3	-11.7
O=C(c1ccc(F)cc1)N1CCC(C(=O)N(Cc2ccccc2)c2ccccc2)CC1	13.4	9.6	nt	0.4	22.2	0.6	i	nt	2.5	0.2
CCNS(=O)(=O)c1ccc(NS(C)(=O)=O)cc1	-3.6	7.7	1.3	-4.3	7.7	nt	-0.4	-0.5	-2.5	5.0
O=C1/C(=C/c2ccc3c(c2)OCO3)SC(=S)N1CCC(=O)N(CCO)c1ccccc1	2.7	-4.2	nt	nt	37.1	-1.4	i	nt	nt	77.4*
N#Cc1cnn(-c2ccccc2)c1NC(=O)CN1CCN(c2ccccc2)CC1	-8.4	1.3	-2.6	-1.8	-4.1	0.4	i	35.4	8.2	3.0
Oc1cccc2ccc(/C=C/c3ccccc3Br)nc12	7.7	-14.1	7.6	-3.9	2.8	1.4	-0.5	-25.9	-4.0	-11.7
CC(=O)N1CCCc2cc(S(=O)(=O)N(C)Cc3ccccc3)ccc21	6.3	16.8	1.8	7.3	-1.8	nt	-0.3	-13.3	9.1	-1.3
O=c1[nH]c(-c2ccc3c(c2)OCO3)nc2c1sc(=S)n2-c1ccccc1	-19.7	1.9	5.9	5.4	5.1	1.0	-0.5	-9.5	-9.6	-24.0
CC(C)(C)OC(=O)C[C@H]1C/C=C\C[C@@H](CC(=O)N[C@H](CO)Cc2ccccc2)C(=O)NC[C@@H](c2ccccc2)OC1=O	2.6	-3.4	nt	-1.6	14.9	-0.7	-5.0	nt	-2.0	4.6
CCC(O)c1c(-c2ccccc2)nn(C)c1Cl (configuration not stated)	30.6*	-5.0	2.4	-2.6	0.4	0.8	i	12.3	4.2	8.2

Continued; it opens with the 5 that closed the last part.
SMILES	CCHFV vOTU inh	PrPC surface inh	3CLpro inhibitor	Rv3671c protease	Yp Topo-I inh	TcdB inh	Vc quorum ag	VHR inh abs	PriA SSB inh	MazF activator
Oc1cccc2ccc(/C=C/c3ccccc3Br)nc12	7.7	-14.1	7.6	-3.9	2.8	1.4	-0.5	-25.9	-4.0	-11.7
CC(=O)N1CCCc2cc(S(=O)(=O)N(C)Cc3ccccc3)ccc21	6.3	16.8	1.8	7.3	-1.8	nt	-0.3	-13.3	9.1	-1.3
O=c1[nH]c(-c2ccc3c(c2)OCO3)nc2c1sc(=S)n2-c1ccccc1	-19.7	1.9	5.9	5.4	5.1	1.0	-0.5	-9.5	-9.6	-24.0
CC(C)(C)OC(=O)C[C@H]1C/C=C\C[C@@H](CC(=O)N[C@H](CO)Cc2ccccc2)C(=O)NC[C@@H](c2ccccc2)OC1=O	2.6	-3.4	nt	-1.6	14.9	-0.7	-5.0	nt	-2.0	4.6
CCC(O)c1c(-c2ccccc2)nn(C)c1Cl (configuration not stated)	30.6*	-5.0	2.4	-2.6	0.4	0.8	i	12.3	4.2	8.2
COc1cccc(/C=N/n2c(CO)nc3ccccc32)c1OC	0.8	0.2	-0.3	-8.2	4.0	nt	-1.4	3.1	nt	6.4
COC(=O)c1[nH]c2ccc(Br)cc2c1NC(=O)CN1CCCCC1CCO (configuration not stated)	4.0	20.2	-2.8	6.6	5.6	nt	i	35.7	-2.7	3.4
CC(C)c1ccc(NC(=O)C2Cc3c(-c4cccc(C(N)=O)c4)ccnc3O2)cc1 (configuration not stated)	21.2	-1.0	nt	nt	-1.6	1.5	0.1	nt	nt	nt
Cc1ccc(NC(=O)CN2CCC(C(=O)c3ccc(F)cc3)CC2)cc1	10.8	-7.6	-2.4	-0.2	5.9	nt	3.8	7.5	1.4	1.0
O=C(NCCc1ccccc1)C(=O)NCC(c1ccco1)N1CCOCC1 (configuration not stated)	-4.1	2.7	-2.1	2.8	-0.1	0.1	-4.8	7.8	-6.3	4.1
O=C(NCC1CCCO1)c1ccc(NC(=O)c2cccc(Cl)c2)cc1 (configuration not stated)	4.7	-3.4	nt	-4.8	-0.2	1.5	-0.6	nt	-3.2	2.5
Clc1ccc(CNCc2cccs2)cc1Cl	-0.6	8.2	-0.2	0.0	-0.2	1.3	-0.2	27.1	-15.1	-9.8
O=C(NC1CCCC1)C1(c2ccccc2)CCN(S(=O)(=O)c2ccccc2)CC1	-6.7	9.9	2.1	-1.5	5.9	1.4	i	39.1	4.5	1.8
CC(C(=O)NCCN1C(=O)S/C(=C\c2cccs2)C1=O)N1C(=O)c2ccccc2C1=O (configuration not stated)	10.6	-1.4	0.3	4.1	-0.6	nt	-4.1	-1.7	0.3	-3.8
Cc1cccn2cc(CNS(=O)(=O)c3ccc4ccccc4c3)nc12	5.6	2.7	2.3	-2.7	12.1	0.2	-0.2	29.8	-3.0&-12.2&0.0	1.6
CC1Sc2ccc(S(=O)(=O)N3CCC(C(=O)Nc4cccc(Cl)c4)CC3)cc2NC1=O (configuration not stated)	9.0	11.6	3.4	-50.8	7.3	1.3	-0.2	-5.0	-6.2	4.1
CC(=O)Nc1cccn(Cc2c(Cl)cccc2Cl)c1=O	4.2	4.1	0.9	3.8	-0.3	1.0	-0.8	16.6	-10.1	9.7
O=C(Nc1ccccc1)c1cc(-c2ccccc2Cl)no1	-2.4	6.2	-0.8	-17.4	-2.4	nt	i	16.4	-12.9	1.3
CCc1sc(C(=O)NCc2ccco2)cc1Br	23.7	-0.7	-1.6	-12.3	7.5	-3.0	-3.8	21.9	-21.4	4.2
O=C(NC1CC1)C1=C[C@@H](C2CCCCC2)C[C@@H](OCc2ccc(CO)cc2)O1	10.4	5.7	4.6	-0.1	9.5	2.1	0.6	10.3	1.6	3.0
Cc1cc(CNC[C@H]2O[C@@H](n3cnc(C(N)=O)n3)[C@H](O)[C@@H]2O)c(C)n1-c1cccnc1	6.2	-9.4	nt	nt	-4.7	-2.5	-0.2	nt	0.6	-3.4
O=C(O)/C=C/c1cn(-c2ccccc2)nc1-c1cc2ccccc2oc1=O	23.6	4.6	4.4	9.9	2.3	0.8	i	9.5	-8.6	5.2
Cc1cc([N+](=O)[O-])nn1CC(=O)NNC(=S)Nc1ccc(Cl)cc1	-9.2	-3.7	-0.9	-7.1	-2.1	nt	-0.2	17.2	0.1	-2.7
Cc1ccc2nc3sc(C(=O)Nc4c(C)[nH]c(=O)[nH]c4=O)c(N)c3cc2c1	-16.8	4.1	-1.7	-4.7	-10.2	nt	i	1.3	-8.2	11.7
O=C(Nc1ccccc1C(=O)NC1CC1)c1ccc([N+](=O)[O-])o1	-0.9	-2.7	nt	nt	6.3	1.7	1.2	nt	-8.7	1.4
COc1ccc(OC)c(NC(=O)CCc2c[nH]c3ccccc23)c1	-0.4	10.2	3.3	3.7	-2.1	1.7	-0.7	19.7	16.6	4.8
